# Bioassay records (PubChem BioAssay)
# PglD DTNB = C. jejuni PglD acetyltransferase inhibitors, primary screen, biochemical, DTNB colorimetric, single point. inhibition, % at 12.5 µM. purified PglD enzyme, DTNB colorimetric CoA detection. UDP-N-acetylbacillosamine N-acetyltransferase PglD (Campylobacter jejuni). 360,000 compounds, 0.098% hits; in the data active = inhibition above about 16%, passing the limit was not always enough; inconclusive = no clear call, values can overlap the other calls; also: strong numbers were not always called active
# E-selectin induc = E-selectin induction in HUVECs, primary screen, imaging, HUVEC, immunofluorescence imaging, single point; AID 686992, 2013; normalized: neutral wells 0, TNF-alpha wells 100; 260,000 compounds, 0.37% hits; activation, % at 7.58 µM;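 active = mean E-selectin-positive cell signal at least 10% of the positive control, reached in at least 60% of replicates, without over 20% cell loss; inconclusive = no rule given, readout overlaps actives, possibly toxicity-flagged; inactive = the rest, including those meeting only one limit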;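 also: in these data hits start at about 27%; measured in HUVEC primary endothelial cells; signal is the percent of cells scored E-selectin positive by PE staining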
#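 System: HUVEC, human umbilical vein endothelial cells; quantity: 3,000 cells/well; buffer or medium: EGM-2 medium, gelatin-coated wells; dosing: single-point compound dose; detection: immunofluorescence imaging; evaluation: % PE-positive cells; benchmarks: TNF-alpha, DMSO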
# RAD52 inh = RAD52 DNA annealing inhibitors, primary screen, biochemical, FRET, single point, set 2; DNA repair protein RAD52 homolog (Homo sapiens), P43351; recombinant RAD52 DNA annealing, FRET fluorescence; inhibition, % at 18.7 µM; 360,000 compounds, 0.46% hits;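 active = every replicate showing at least 50% inhibition; inconclusive = mean inhibition at least 50% but not in every replicate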
# esBAF inh = Bmi1 luciferase reporter increase in mESCs, primary screen, esBAF inhibitor project, mouse ES cells, Bmi1 luciferase knock-in, single point; 24 h; 100% = twice the neutral-well signal; reporter increase, % at 12.5 µM; 350,000 compounds, 2% hits; AID 602393, 2012; in the data active = activation above about 40%; inconclusive = no clear call, values can overlap the other calls;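 also: 0% = median of the plate's neutral control wells and 100% = double that signal; a rise in the Bmi1 reporter signal indicates esBAF inhibition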
# ARNT-TACC3 inh = disruptors of ARNT/TACC3 protein interaction, primary screen, biochemical, AlphaScreen, single concentration; AID 623870, 2012; AlphaScreen His-ARNT PAS-B/GST-TACC3 binding, luminescence; TACC3 fragment carries E629A point mutation; Transforming acidic coiled-coil-containing protein 3 (Homo sapiens), Q9Y6A5; 390,000 compounds, 0.66% hits; inhibition, % at 9.99 µM;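 active = mean inhibition of replicates at least 50% and at least half of replicates each reaching 50%; inconclusive = half or more replicates reach 50% but mean below 50%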;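 also: 0% = complete ARNT plus TACC3 wells and 100% = ARNT alone without TACC3; many hits fall short of the cut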
# RAD54 inh = inhibitors of human RAD54 branch migration, primary screen, biochemical, fluorescence, single point. DNA repair and recombination protein RAD54-like (Homo sapiens), Q92698. AID 602329, 2012. inhibition, % at 10.4 µM. 360,000 compounds, 0.14% hits. RAD54 Holliday junction branch migration, FAM/BHQ fluorescence;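 active = mean normalized replicate activity at least 40 and at least half of replicates scoring 40 or more; inconclusive = only one of the two criteria met; inactive = mean below 40 and under half of replicates reaching 40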;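 also: 0% = median of neutral control wells and 100% = median of positive control wells; inhibitors cause a drop in the FAM fluorescence signal; in these data hits start at about 50%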
# Target sequence (Q92698 whole entry, looked up): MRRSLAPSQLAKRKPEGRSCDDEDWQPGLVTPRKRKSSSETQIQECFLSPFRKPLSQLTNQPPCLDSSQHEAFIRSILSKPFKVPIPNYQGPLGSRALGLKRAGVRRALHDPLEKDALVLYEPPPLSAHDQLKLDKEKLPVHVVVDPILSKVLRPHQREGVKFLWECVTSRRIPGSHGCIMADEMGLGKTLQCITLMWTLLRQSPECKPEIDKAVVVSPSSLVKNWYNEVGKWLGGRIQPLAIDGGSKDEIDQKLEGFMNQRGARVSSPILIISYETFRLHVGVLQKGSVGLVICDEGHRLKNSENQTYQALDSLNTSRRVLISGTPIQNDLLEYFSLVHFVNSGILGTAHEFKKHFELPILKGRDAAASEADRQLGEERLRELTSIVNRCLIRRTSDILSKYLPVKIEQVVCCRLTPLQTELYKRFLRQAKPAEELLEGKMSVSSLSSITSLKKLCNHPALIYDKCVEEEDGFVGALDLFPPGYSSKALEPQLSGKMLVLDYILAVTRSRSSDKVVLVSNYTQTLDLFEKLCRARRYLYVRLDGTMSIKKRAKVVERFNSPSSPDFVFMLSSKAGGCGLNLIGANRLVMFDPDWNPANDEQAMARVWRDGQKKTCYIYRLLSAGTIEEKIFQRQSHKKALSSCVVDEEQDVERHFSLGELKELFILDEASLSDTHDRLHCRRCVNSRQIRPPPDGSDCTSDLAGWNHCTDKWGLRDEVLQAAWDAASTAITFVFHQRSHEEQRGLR
# ERp5 block = inhibitors of ERp5-driven insulin aggregation, primary screen, biochemical, turbidity, absorbance 650 nm, single point | Protein disulfide-isomerase A6 (Homo sapiens), Q15084 | 90 min | inhibition, % at 9.99 µM | 350,000 compounds, 0.05% hits | AID 651711, 2012;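 active = mean replicate inhibition above about 25%, with every replicate also reaching it, limit read from the data, passing the limit was not always enough; inconclusive = only one of those two criteria met; inactive = neither criterion met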
# Casp6 inh = human caspase-6 inhibitors, primary screen, biochemical, VEID-R110 fluorescence, single point, set 2 | purified caspase-6, Z-VEID-R110 cleavage fluorescence | inhibition, % at 12.5 µM | 350,000 compounds, 0.53% hits | AID 686996, 2013;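 active = mean inhibition across replicates at least about 35%, with every replicate also reaching that limit, limit read from the data; inconclusive = only one of the two criteria met; inactive = neither criterion met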;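 also: 0% = median of neutral control wells and 100% = no fluorescence left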
# Target sequence (P55212 24-179 limits assumed): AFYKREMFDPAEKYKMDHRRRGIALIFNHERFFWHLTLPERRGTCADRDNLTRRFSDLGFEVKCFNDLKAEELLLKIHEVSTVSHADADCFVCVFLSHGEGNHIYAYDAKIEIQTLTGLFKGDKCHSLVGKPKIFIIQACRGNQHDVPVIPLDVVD
# Target sequence (P55212 194-293 limits assumed): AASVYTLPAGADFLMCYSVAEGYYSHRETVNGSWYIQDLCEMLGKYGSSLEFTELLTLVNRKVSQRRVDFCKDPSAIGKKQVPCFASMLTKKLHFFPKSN
# Starred values were filed as active, the others as inactive; ? = inconclusive; . = no result given.
SMILES,PglD DTNB,E-selectin induc,RAD52 inh,esBAF inh,ARNT-TACC3 inh,RAD54 inh,ERp5 block,Casp6 inh
CCOc1ccc2[nH]c3c(c2c1)CNCC3,-13.7,0.2,55.2*,4.7,13.3,24.9,-3.1,-30.0
CCn1c(=O)c2ccccc2n2c(SCC(N)=O)nnc12,4.5,-2.0,-23.8,3.1,2.4,-10.1,5.3,-0.2
NC(=O)/C(N=Nc1ccccc1)=N/Nc1ccccc1,-1.2,-0.1,40.2,-3.9,3.5,4.1,-2.2,5.3
CCOC(=O)C1(C)CCCCCN1C(=O)c1ccc(OC)c(C(F)(F)F)c1 (centres undefined),7.4,-0.1,8.2,-0.7,.,-13.0,-4.8,3.7
COc1ccc(S(=O)(=O)Nc2ccc3c(c2)C(=O)N([C@@H](C)CO)C[C@H](C)[C@H](CN(C)S(=O)(=O)c2cn(C)cn2)OCCCC[C@@H](C)O3)cc1,0.4,2.5,-1.9,-0.2,-5.2,-2.3,5.6,-1.9
CC(C)NC(=O)Nc1ccc2c(c1)C(=O)N([C@H](C)CO)C[C@H](C)[C@@H](CN(C)C(=O)Nc1ccc(F)cc1)OCCCC[C@@H](C)O2,0.3,.,-11.1,2.6,-0.7,2.4,-0.7,-0.5
COc1ccccc1NC(=O)N1CCCCN2[C@@H](CO)[C@@H](c3ccc(-c4cccc(C#N)c4)cc3)[C@@H]2C1,-3.0,0.9,38.8,-4.1,6.8,7.1,-3.0,5.8
S=c1sc2c(N3CCN(Cc4ccccc4)CC3)ncnc2n1-c1ccccc1,18.0,.,.,-4.1,1.8,-4.6,.,.
COc1ccc2[nH]cc(/C=C/C(=O)c3ccccc3)c2c1,.,0.2,-31.5,.,3.7,.,1.3,1.6
C[C@H](O)C#Cc1cnc2c(c1)C(=O)N([C@H](C)CO)C[C@@H](C)[C@@H](CN(C)Cc1ccccn1)O2,-1.1,0.9,-12.0,-4.4,11.5,0.0,-1.0,2.5
COc1cc(C)c(Cl)cc1S(=O)(=O)n1ccnc1,.,.,-1.7,.,2.4,.,0.6,-1.3
C#Cc1ccc([C@@H]2C=C(C(=O)NC3CC3)O[C@H](OCc3ccc(CO)cc3)C2)cc1,-1.0,-0.1,.,-14.3,0.4,0.2,.,.
COc1ccc(CC(N)c2csc(Nc3ncccn3)n2)cc1 (centres undefined),-0.2,-3.3,-4.7,.,.,3.1,-3.7,0.3
COC(=O)Cn1c(=NC(=O)CSCC(=O)Nc2cc(C)on2)sc2cc(C(=O)OC)ccc21,1.8,-0.4,-11.7,-7.2,-8.3,6.2,3.9,-1.7
C=CCOc1ccc(C2/C(=C(/O)c3ccc4c(c3)CC(C)O4)C(=O)C(=O)N2CCCN2CCOCC2)cc1 (centres undefined),1.1,1.2,-22.0,3.6,2.6,0.7,-6.4,-2.6
CN1CCN(S(=O)(=O)c2cccc(C(=O)Nc3cccc([N+](=O)[O-])c3)c2)CC1,.,.,-1.5,.,-4.1,.,4.4,-1.1
COc1cc(C(CC(=O)Nc2cc(C)ccn2)N2Cc3ccccc3C2=O)cc(OC)c1OC (centres undefined),-1.7,-0.3,-4.1,1.1,-23.3,1.9,1.1,-2.8
CN(Cc1ccccc1)C(=O)COC(=O)c1ccc2ccccc2n1,.,.,-11.4,.,-0.2,.,-9.9,0.1
O=C(Nc1ccccc1F)N[C@H]1CC[C@H](CCNS(=O)(=O)c2ccccc2)O[C@@H]1CO,1.6,-0.3,-9.9,3.1,-62.2,3.0,-2.3,1.9
CCCN(C)C[C@@H]1OCCCC[C@H](C)Oc2ccc(NC(=O)Nc3ccc(C(F)(F)F)cc3)cc2C(=O)N([C@@H](C)CO)C[C@@H]1C,-0.7,0.1,26.2,0.2,4.0,3.5,1.9,-3.0
c1ccc(-c2ccccc2OCCN2CCOCC2)cc1,.,.,-6.1,-4.0,-20.0,.,1.7,-1.8
C[C@H](O)C#Cc1cnc2c(c1)C(=O)N([C@@H](C)CO)C[C@@H](C)[C@H](CN(C)C(=O)c1ccccc1F)O2,1.8,.,-5.7,-4.7,-1.8,-2.1,-0.8,-1.8
Oc1[nH]c2ccc(Br)cc2c1N=NC(=S)Nc1ccc(F)cc1,-1.3,0.0,-13.4,.,4.5,8.0,2.7,-2.5
C[C@@H]1CN([C@H](C)CO)C(=O)Cc2cc(NC(=O)C3CCCCC3)ccc2O[C@H]1CN(C)Cc1ccc(C(F)(F)F)cc1,2.6,0.2,5.1,-2.9,-7.5,4.0,-2.8,2.5
CC(=O)Oc1ccc(-c2cccc(C(=O)NCCO)c2)cc1,.,.,-7.1,.,-4.3,.,-1.1,0.5

# Next structures follow.
SMILES,PglD DTNB,E-selectin induc,RAD52 inh,esBAF inh,ARNT-TACC3 inh,RAD54 inh,ERp5 block,Casp6 inh
CCC(c1nnnn1C(C)C)N1CCN(C2CCCC2)CC1 (centres undefined),3.9,.,.,-1.3,-5.4,-12.0,.,.
COc1cc(OC)cc(-c2c(-c3cccs3)c3cc(-c4ccc(OC)cc4F)ccc3n2C)c1,1.4,0.0,-97.1,-12.4,-3.6,-2.5,10.2,1.7
CCOc1ccc(C2C(C(=O)Nc3cc(C)on3)c3ccccc3C(=O)N2CCN2CCOCC2)cc1 (centres undefined),.,.,-5.8,.,-3.8,.,-12.2,0.2
CCCC#Cc1ccc([C@@H]2[C@@H](CO)N3C(=O)CN(C(=O)c4ccccn4)C[C@@H]23)cc1,.,0.3,-11.7,.,.,.,-2.1,0.1
O=C(O)C1(Nc2ccccc2)CCCC1,3.5,8.8,-8.6,-9.4,-4.6,-0.5,1.6,0.1
COc1ccc(C(=O)N2CCCc3ccccc32)cc1,-10.7,.,.,13.0,-37.8,1.3,.,.
CO[C@H]1CN(C)C(=O)c2cc(NS(=O)(=O)c3ccccc3)ccc2OC[C@@H](C)N(Cc2ccccn2)C[C@H]1C,-0.6,0.1,9.3,-4.4,5.6,-9.0,0.8,0.2
COc1ccc(S(=O)(=O)N(C)C[C@H]2OCCCC[C@H](C)Oc3ccc(NC(=O)CCC(F)(F)F)cc3C(=O)N([C@H](C)CO)C[C@H]2C)cc1,-1.2,0.8,-55.5,-2.5,7.6,-4.5,3.3,0.8
O=C(O)c1cc(C(=O)O)c(-c2ccccc2)c(C(=O)O)c1,-2.3,.,.,-5.5,-4.5,-12.2,.,.
O=C(c1ccco1)n1nc(-c2ccco2)nc1SCc1ccccc1,-0.1,1.0,.,44.9*,2.9,0.0,.,.
Cc1noc(C)c1S(=O)(=O)Nc1ccc2c(c1)C(=O)N([C@H](C)CO)C[C@H](C)[C@@H](CN(C)C)O2,-0.1,-25.0,2.7,-2.8,-2.1,-9.0,-1.4,-1.3
CCN1CCN(C(CNS(=O)(=O)c2ccc(Cl)cc2)c2ccccc2)CC1 (centres undefined),-1.6,.,-1.3,-6.0,-1.2,-4.6,2.8,-5.7
CCc1nc(N2CCC(C)CC2)c2oc3ccccc3c2n1,1.4,.,3.6,-2.7,-8.1,-10.0,-4.7,0.3
COC(=O)C1=C(C)N(Cc2ccccc2)C(=NCc2cc(OC)c(OC)c(OC)c2)N[C@H]1CCc1ccccc1,-2.2,-0.1,-75.6,6.2,12.1,13.6,5.4,-1.1
O=C(CNC(=S)N(CCCN1CCOCC1)Cc1cccs1)NCc1ccccc1,0.4,.,-20.1,-0.7,2.6,5.1,-5.1,-3.5
CCc1nnc(NC(=O)c2nc(Cl)ccc2Cl)s1,-3.2,-0.1,-17.2,-2.1,-3.1,-9.9,2.2,-1.2
CC(CP(=O)(O)O)NC(=O)Cc1ccccc1 (centres undefined),2.1,.,.,-1.9,-3.6,-4.7,.,.
COc1ccccc1-c1ccc2c(c1)O[C@@H](CN(C)C)[C@@H](C)CN([C@H](C)CO)S2(=O)=O,2.2,0.5,9.8,-2.3,-4.8,-10.1,-0.6,1.3
CCC1(c2ccccc2)NC(=O)N(CC(=O)Nc2ccc(S(=O)(=O)NC3=NCCCCC3)cc2)C1=O (centres undefined),2.5,.,-9.1,-11.0,1.2,-9.2,-4.2,-1.0
Cc1ccc(S(=O)(=O)N(C)C[C@@H]2OCCCC[C@@H](C)Oc3ccc(NC(=O)CCCN(C)C)cc3C(=O)N([C@H](C)CO)C[C@H]2C)cc1,13.3,.,33.0,3.9,0.9,12.1,6.8,-2.1
CCOC(=O)C(=CNc1ccc(Oc2cncc(Cl)c2)nc1)C(=O)OCC,.,1.0,-0.7,.,-4.4,.,3.0,-1.1
C[C@H](CO)N1C[C@H](C)[C@H](CN(C)S(=O)(=O)CC(F)(F)F)OCc2ccccc2-c2c(n(C)c3ccccc23)C1=O,-0.2,3.4,2.8,2.4,-6.0,-3.1,-8.1,-1.0
Cn1c(CCCNC(=O)c2cccs2)nc2ccccc21,0.5,.,.,-1.6,-2.2,-0.8,.,.
Cc1nnsc1C(=O)N/N=C/c1c(F)cccc1Cl,.,0.2,0.8,.,8.1,.,-0.6,0.5
Cc1ccc(C(=O)NCCCc2ccccc2)s1,-5.5,-1.6,.,.,-0.8,-1.1,.,.

# Ordered by value in ERp5 block (low to high): 4 of the compounds above.
structure,ERp5 block
O=C(CNC(=S)N(CCCN1CCOCC1)Cc1cccs1)NCc1ccccc1,-5.1
COc1cc(C)c(Cl)cc1S(=O)(=O)n1ccnc1,0.6
CCc1nnc(NC(=O)c2nc(Cl)ccc2Cl)s1,2.2
CCN1CCN(C(CNS(=O)(=O)c2ccc(Cl)cc2)c2ccccc2)CC1 (centres undefined),2.8

# Other entries follow.
SMILES,PglD DTNB,E-selectin induc,RAD52 inh,esBAF inh,ARNT-TACC3 inh,RAD54 inh,ERp5 block,Casp6 inh
CCN(C(=O)c1ccc2c(OC)n(CC)nc2c1)c1ccc(OC)cc1,-5.1,0.1,-16.5,1.1,-3.2,-14.1,4.7,-6.0
C=C(C)CSc1nnc([C@@H]2CCCN2C(=O)OC(C)(C)C)o1,4.1,.,.,-3.5,0.7,-3.1,.,.
O=C1CN(c2ccccc2)C(=S)N1C(=O)c1ccc(Br)cc1,3.2,.,-20.3,?,-1.4,-2.8,1.4,3.5
CC1CC=C(O)C12OCC(C)(C)CO2 (centres undefined),.,1.0,-11.0,-5.1,.,.,-4.2,8.6
CC(C)(C)NC(=O)c1cnn2c1NC(c1ccc(F)cc1)CC2C(F)(F)F (centres undefined),-186.9,.,.,-8.1,15.2,0.2,.,.
COc1ccc(C)cc1NC(=O)C1CCN(C(=O)c2ccco2)CC1,-4.1,0.2,-3.2,-2.9,-1.5,1.3,3.1,-1.6
CCOc1nc(NCCO)nc(Nc2cc(Cl)ccc2OC)n1,.,.,-2.5,-1.6,-5.0,.,2.8,2.3
O=C1/C(=C/c2ccncc2)SC(=S)N1N1CCOCC1,0.1,-0.3,-12.0,.,-6.3,-2.6,1.1,-2.2
